# Compound activity (PubChem)
# BCR signal inh: qHTS Assay to Find Inhibitors of Chronic Active B-Cell Receptor Signaling | ABC-DLBCL IkBa-CBG/CBR reporter, luminescence ratio, 4 h | Potency, µM (doses to about 46.1 µM), for the others: at the highest dose ratio change, negative = lower green/red ratio, actives largely listed as inhibitors | 340,000 tested, 0.05% active | AID 493014, 2011; active means well fitted inhibition curve with a large enough effect in the signal ratio, with a control signal flat, not every such curve was filed as active; inconclusive means small, poorly fitted or top-dose-only effect, or effect the other way, or a change in a side signal; the % refers to the signal ratio;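 further: potency means the concentration at half of the fitted maximal effect; plate controls were basal doxycycline-induced cells for no effect and cells given 10 µM MG132 for full effect; MG132 reads +100%, hits lower the ratio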
#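 Concentration-response series (up to 46 uM) were applied to TMD8 dual-reporter cells for 4 h at 37C with doxycycline. Green/red ratio, after filter-overlap correction, defined %Activity; red signal alone was normalised to basal cells and zero luminescence.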
# TSHR antagonist: Antagonists of the Thyroid Stimulating Hormone Receptor: HTS campaign; TSHR-expressing cells, TSH-stimulated cAMP HTRF, 2 h; active compounds read low; activity change, negative = inhibition, % at 11.5 µM; 330,000 tested, 0.2% active;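 active means activity change below a set negative limit, meaning inhibition stronger than a set level, cut at about -70% in these data; inconclusive means activity change between two set negative limits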; further: on the % scale 0 is the no-effect control and ±100 the full control effect
#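 Antagonism was scored as loss of TSH-driven cAMP in TSHR cells, stimulated with 4nM TSH (EC80) for 2 hours at 37 deg C and detected by homogeneous HTRF competition immunoassay.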
# PKM2 act: qHTS Assay for Activators of Human Muscle isoform 2 Pyruvate Kinase; Pyruvate kinase PKM (Homo sapiens), P14618; purified PKM2, Kinase-Glo ATP luminescence, activation; response scale: 0% is enzyme alone, no compound; Potency, µM (top dose mostly 57.5 µM), for inactives: top-dose activation, actives largely listed as activators; 260,000 tested, 0.34% active; further: potency means the concentration at half of the fitted maximal effect; on the % scale 0 is the no-effect control and ±100 the full control effect; nearly all actives have a fitted effect of over 55% in size
# Target sequence (P14618 whole entry, looked up, canonical isoform): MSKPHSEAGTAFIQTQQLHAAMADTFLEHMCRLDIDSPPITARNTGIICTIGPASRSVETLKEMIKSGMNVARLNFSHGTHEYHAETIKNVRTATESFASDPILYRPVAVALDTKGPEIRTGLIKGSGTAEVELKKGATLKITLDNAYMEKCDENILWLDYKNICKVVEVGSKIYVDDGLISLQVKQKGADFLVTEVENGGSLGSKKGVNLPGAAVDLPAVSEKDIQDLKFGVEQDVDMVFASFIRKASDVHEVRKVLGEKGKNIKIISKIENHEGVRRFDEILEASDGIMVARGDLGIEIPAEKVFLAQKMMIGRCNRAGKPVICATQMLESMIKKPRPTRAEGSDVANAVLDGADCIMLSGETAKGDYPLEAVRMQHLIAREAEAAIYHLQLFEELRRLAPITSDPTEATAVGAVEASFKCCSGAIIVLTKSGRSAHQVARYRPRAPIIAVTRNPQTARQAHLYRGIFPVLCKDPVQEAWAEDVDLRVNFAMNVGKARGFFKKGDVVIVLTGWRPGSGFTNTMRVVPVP
#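 hPK-M2, >95% pure; 0.1 mM ADP / 0.5 mM PEP final; imidazole pH7.2 buffer w/ 7 mM MgCl2, 50 mM KCl; 1 h RT; Kinase-Glo lum. Intermediate enzyme activity for dual inhibitor/activator qHTS.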
# S-ASM inh: Inhibitors of Secretory Acid Sphingomyelinase (S-ASM): qHTS | Sphingomyelin phosphodiesterase (Homo sapiens), P17405 | Potency, µM (highest dose often 57.5 µM), for inactives: at the highest dose activity change, negative = inhibition, actives largely listed as inhibitors | 340,000 tested, 0.006% active | placental ASM, HMU-PC fluorogenic substrate, 60 min; further: potency means the concentration at half of the fitted maximal effect
# Target sequence (P17405 47-631 limits assumed): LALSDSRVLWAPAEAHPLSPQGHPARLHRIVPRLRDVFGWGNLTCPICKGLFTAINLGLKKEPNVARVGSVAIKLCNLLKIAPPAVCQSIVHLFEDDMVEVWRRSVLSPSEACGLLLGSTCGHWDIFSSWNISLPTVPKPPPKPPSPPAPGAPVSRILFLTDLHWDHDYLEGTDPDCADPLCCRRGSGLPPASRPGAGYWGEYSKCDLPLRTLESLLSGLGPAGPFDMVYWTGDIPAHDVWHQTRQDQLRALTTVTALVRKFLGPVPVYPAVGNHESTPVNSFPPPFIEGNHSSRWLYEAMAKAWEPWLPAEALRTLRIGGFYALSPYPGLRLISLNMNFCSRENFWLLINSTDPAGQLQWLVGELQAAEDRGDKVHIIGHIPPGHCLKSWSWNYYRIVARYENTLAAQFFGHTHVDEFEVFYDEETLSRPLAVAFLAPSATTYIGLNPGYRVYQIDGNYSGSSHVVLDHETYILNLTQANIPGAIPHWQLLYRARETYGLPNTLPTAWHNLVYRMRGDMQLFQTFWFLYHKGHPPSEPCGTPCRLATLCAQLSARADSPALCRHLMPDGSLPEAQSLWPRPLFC
#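 HMU-PC0 cleavage (9 uM final) by human placental ASM, 60 min at 37 °C following 10 min compound exposure at RT; stopped at pH 10, fluorescence Ex 386/Em 447 nm.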
# MBNL1-CUG inh: qHTS Assay for Inhibitors of MBNL1-poly(CUG) RNA binding | Muscleblind-like protein 1 (Homo sapiens), Q9NR56 | TR-FRET MBNL1-His/biotin-(CUG)12 binding, 665/545 ratio | Potency, µM (titrated, usually from 57.5 µM), without a hit: at the top dose activity change, negative = inhibition, most hits filed as inhibitors | 280,000 tested, 0.036% active | AID 2675, 2010; active means well fitted inhibition curve with a large enough effect in the signal ratio, with a control signal flat, not every such curve was filed as active; inconclusive means small, poorly fitted or top-dose-only effect, or effect the other way, or a change in a side signal; inactive means no such curve, though single readings can be large or run the other way; the % refers to the signal ratio; further: potency means the concentration at half of the fitted maximal effect; on the % scale 0 is the no-effect control and ±100 the full control effect
#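 Ratiometric TR-FRET (665 over 545 nm, excitation 340 nm) tracks disruption of MBNL1-His/biotin-(CUG)12 complex after 60 min at room temperature, with compounds at 92 nM to 58 uM final.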
# USP2a inh: qHTS Assay for Inhibitors of Ubiquitin-specific Protease USP2a Using CHOP2 as the Reporter | Ubiquitin carboxyl-terminal hydrolase 2 (Homo sapiens), O75604 | USP2 core, Ub-CHOP2 coupled fluorogenic reporter, 485/531 | Potency, µM (doses to about 38.3 µM), for inactives: top-dose activity change, negative = inhibition, hits mostly inhibitors | 330,000 tested, 0.01% active;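 further: potency means the concentration at half of the fitted maximal effect; plate controls were DMSO wells for no effect and full inhibition by NEM control for full effect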
#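 Cell-free coupled assay: 10nM USP2 core preincubated 30min RT with compound in Tris-HCl pH 8.0/CaCl2/CHAPS buffer, then 25nM Ub-CHOP2 and 25nM reporter substrate; fluorescence (Ex 485/Em 531) read after 60min RT, normalized to NEM inhibition, concentration-response curves fitted.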
# GALK inhibitor: qHTS Assay for Inhibitors of Human Galactokinase (GALK); P51570; Purified GALK, Kinase-Glo residual ATP luminescence; Potency, µM (titrated, usually from 57.5 µM), without a hit: top-dose activity change, negative = inhibition, most hits filed as inhibitors; 270,000 tested, 0.007% active; AID 1868, 2009; further: potency means the concentration at half of the fitted maximal effect; on the % scale 0 is the no-effect control and ±100 the full control effect
#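 The enzyme phosphorylates galactose (100 uM) using ATP (35 uM); inhibition is detected as higher residual ATP, quantified by bioluminescence after 1 h reaction at room temperature, pH 8.0.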
# Mito fusion act: qHTS Assay for Small Molecule Inhibitors of Mitochondrial Division or Activators of Mitochondrial Fusion. S. cerevisiae fusion-defective mutant growth rescue, CellTiterGlo 48 h. Potency, µM (series often up to 46.1 µM), for inactives: at the top dose growth rescue (activation), most hits filed as activators. 320,000 tested, 0.23% active;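 further: potency means the concentration at half of the fitted maximal effect; % of control where 0% means no effect; nearly all actives have a fitted effect of over 45% in size; temperature-sensitive fusion mutants such as fzo1-1 at 37 °C on non-fermentable ethanol glycerol medium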
#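 Luminescent cell viability in 1536-well qHTS format served as the measure of rescued growth in ts fusion-mutant S. cerevisiae cultured on non-fermentable YPEG for 48 hours at 37C.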
# Eya2 phos inh: qHTS Assay for Inhibitors of the Phosphatase Activity of Eya2; Protein phosphatase EYA2 (Homo sapiens), O00167; recombinant Eya2, OMFP fluorescence dephosphorylation (OMFP is methylfluorescein phosphate); Potency, µM (highest dose often 76.9 µM), for the others: at the highest dose activity, negative = inhibition, actives largely listed as inhibitors; 330,000 tested, 0.006% active; further: potency means the concentration at half of the fitted maximal effect; on the % scale 0 is the no-effect control and ±100 the full control effect
#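 Eya2 protein (added as 0.2 uM solution) was preincubated with compound for 10 min at ambient temperature in 50 mM HEPES pH 7.5, 50 mM NaCl, 5 uM MgCl2, 0.05% BSA, 1 mM DTT. OMFP (added at 50 uM) then reacted 10 min; fluorescence read at 485/525 nm.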
# KCNH2 WT inh: qHTS for Inhibitors of KCHN2 3.1: Wildtype qHTS; 340,000 tested, 0.37% active; Voltage-gated inwardly rectifying potassium channel KCNH2 (Homo sapiens), Q12809; U2OS, BacMam KCNH2, thallium flux FluxOr; active compounds read low; activity change, % at 1.84 µM;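 active means maximum activity change below -70%; inconclusive means maximum activity change between -70% and -50%; inactive means maximum activity change above -50%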; further: on the % scale 0 is the no-effect control and ±100 the full control effect
#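 U2OS cells transduced with wild-type KCNH2 virus are loaded with FluxOr dye for 45 min, and thallium flux is measured in kinetic reads before and after stimulation buffer. Rate constants are normalized to DMSO controls.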
# Menin MLL FP TR: qHTS Assay for Inhibitors Targeting the Menin-MLL Interaction in MLL Related Leukemias: Competition With Texas Red Labeled MLL-derived Mutant Peptide. 270,000 tested, 0.23% active. O00255. Potency, µM (highest dose often 61.6 µM), for inactives: top-dose FP activity change, negative = inhibition, most hits filed as inhibitors. AID 1768, 2009. Menin + Texas Red MLL mutant peptide, fluorescence polarization; active means well fitted inhibition curve with a large enough effect in the polarisation, with a control signal flat, not every such curve was filed as active; inconclusive means small, poorly fitted or top-dose-only effect, or effect the other way, or a change in a side signal; inactive means no such curve, though single readings can be large or run the other way; the % refers to the polarisation; further: potency means the concentration at half of the fitted maximal effect; % of control where 0% means no effect; many of its hits are not listed in these tables
# An asterisk follows results filed as active; ? = inconclusive; / = no result given; & = joins results of further samples; [ ] = remark or other dose. Unless noted, the call rests on the fitted dose curve; in most records, active means well fitted curve in the direction sought with a large enough effect; inconclusive means small, poorly fitted or top-dose-only effect, or another doubt; inactive means no such curve, though single readings can be large; an effect the other way counts as inactive or inconclusive. The list is partial, so the mix of outcomes need not match the whole.
smiles	BCR signal inh	TSHR antagonist	PKM2 act	S-ASM inh	MBNL1-CUG inh	USP2a inh	GALK inhibitor	Mito fusion act	Eya2 phos inh	KCNH2 WT inh	Menin MLL FP TR
CN(C)CCCNC(=O)c1cc(C(=O)C2CCCCC2)c[nH]1	1%	5	-3%	5%	-4%	1%	2%	-2%	11%	2	2%
Cc1cccc(C=Nc2ccc3c4c(cccc24)CC3)c1O	?	5	3%	4%	0%	14%	1%	-3%	0%	-5	?
CCN1C(=O)N(C)[C@@H](c2ccccc2)C(C(=O)OC)=C1C	5%	-5	-11%[11.5 µM]	-1%	-2%	10%	0%	1%	-4%	-9	-14%[11.7 µM]
CCOc1ccc(C(=O)NCC(=O)OCC(=O)N2CCC(C)CC2)cc1	?	-4	2%	3%	1%	3%	-1%	-6%	0%	0	5%
Cc1ccc(S(=O)(=O)N2CCN(C(=O)c3ccccc3)C2)cc1[N+](=O)[O-]	11%	9	-1%	-1%	25%	2%	2%	11%	1%	-3	7%
Cc1ccc(N2CCN(c3ccc(C)cc3)C(CC(=O)O)C2=O)cc1 (stereo not drawn)	-14%	9	-3%	10%	6%	-1%	0%	-2%	-4%	-3	0%
CCCCNS(=O)(=O)c1ccc(Br)cc1N1CCC[C@H]1CO	-1%	-13	/	0%	/	2%	/	/	-2%	-14	/
CCN(CC)S(=O)(=O)c1ccc(S(=O)(=O)N2CCCC2C(=O)O)cc1 (stereo not drawn)	14%	19	5%	-2%	-1%	5%	0%	-3%	12%	1	-3%
Fc1cc(F)c2nc(N3CCOCC3)sc2c1	-5%	16	7%	/	-14%	-4%	2%	-2%	-6%	-3	11%
CCC(=O)Nc1sc(C(=O)OC)c(C)c1C(=O)OC	2%	-8	4%	-1%	1%	-1%	4%	19%	12%	-4	-16%
COC(CNC(=O)c1cc(Sc2nnc(C)s2)nc2ccccc12)OC	-11%	-11	-6%	0%	13%	-2%	-1%	-7%	8%	-12	-11%
CCC1=C(OC(=O)N(CC)CC)N2C(=O)OC(=NCC(=O)OC)[C@]2(C)[C@H]2C1=CC[C@H]1C(=O)N(CC(=O)OC)C(=O)[C@H]12	2%	0	-1%&-2%	6%	3%	-1%	4%	8%	7%	/	-4%
Cc1cccc(NC(=O)c2nc[nH]c2C(=O)N2CCN(c3ccccc3)CC2)c1	1%	5	/	-1%	/	4%	/	/	2%	/	/
O=C(O)C1OC2OC3(CCCCC3)OC2C2OC3(CCCCC3)OC12 (stereo not drawn)	5%	-2	-4%	2%	-18%	3%	3%	-2%	-1%	-4	-5%
COc1ccc(NC(=O)c2cc(C)no2)cc1Cl	-8%	-3	/	1%	14%	1%	6%	-6%	-17%	-1	-11%
Cc1nn(-c2ccccc2)c(C)c1CCC(=O)O	?	-3	0%	2%	0%	1%	-1%	-1%	-9%	5	2%
COc1ccc(N2CCN(CCCNC(=O)Cn3c(=O)c4cccn4c4cccnc43)CC2)cc1	-4%	4	/	9%	-7%	0%	1%	2%	-2%	19	/
COC(=O)CN(c1cc(Cl)ccc1OC)S(=O)(=O)c1ccc(C)cc1	?	7	-6%	1%	0%	-14%	-1%	1%	2%	17	/
O=C(COc1cccc2cccnc12)N/N=C/c1cccn1-c1ccc(F)cc1	?	2	13%	-15%	31%[activator]	2%	-3%	-2%	-2%	3	/
COc1ccc(-c2nc(C#N)c(N3CCOCC3)o2)cc1OC	?	3	2%	-2%	10%	2%	0%	1%	1%	-12	-13%
O=C(NC1CCN(Cc2ccccc2)CC1)c1ccc2c(c1)[nH]c(=O)n2Cc1ccc(F)cc1	7%	-1	8%	-2%	0%	10%	0%	5%	7%	4	-18%
O=C(NNC(=O)C1CCN(c2ncccn2)CC1)c1ccncc1	-15%	6	-4%	-2%	4%	1%	4%	1%	2%	/	28%
CCOC(=O)Nc1csnn1	1%	4	0%	2%	3%	2%	2%	1%	?	4	-1%
CC(=O)N[C@H]1C[C@@H]1c1ccccc1	?	-3	0%	0%	0%	1%	-1%	-4%	-2%	-18	3%
Cc1ccc(CSc2nnc(-c3ccc(NS(=O)(=O)c4ccccc4)cc3)o2)cc1	10%	-9	22%	-19%	-7%	-1%	-3%	?	-18%	33	?
CCCc1cc(=O)n2c([nH]c3ccccc32)c1C#N	?	-22	2%	/	4%	1%	-3%	?	11%	-14	/
CCCCOc1ccc(/C=N/Nc2cc(N3CCOCC3)nc(C)n2)cc1	0%	-118*	1%	-19%	-8%	0%	1%	-17%	4%	4	-1%
Cc1cccc(C(=O)N2CCN(c3ccc(C(F)(F)F)cn3)CC2)c1C	-2%	-15	-1%	?	6%	2%	0%	13%	3%	-17	-12%
CN(Cc1ccccc1)C(=O)N1CCOCC1	2%	-5	-1%	0%	/	2%	0%	2%	-1%	-15	/
COc1cc(/C=N/NC(=O)c2cccc([N+](=O)[O-])c2)ccc1OC(=O)c1ccco1	-15%	-3	4%	-14%	?	0%	0%	-1%	-7%	1	?
CCOC(=O)c1ccc(NC(=O)CCc2nc(-c3ccccc3Cl)no2)cc1	1%	-15	3%	-22%	-10%	1%	5%	3%	1%	-7	?
Cc1cnc(C(=O)OCC(=O)Nc2ccccc2[N+](=O)[O-])cn1	3%	-15	/	-3%	/	-1%	/	/	-11%	2	/
Cn1c(SCC(=O)NCc2cccs2)nnc1-c1ccc(O)cc1	10%	-8	3%	-2%	-1%	2%	0%	-1%	-5%	9	-15%
CCCCCCCC(=O)Nc1ccc(S(=O)(=O)Nc2nccs2)cc1	0%	-4	2%	-7%	3%	2%	0%	-2%	-4%	-1	-7%
O=C(Nc1ccccc1)c1ccc(-c2ccc(F)cc2)s1	?	1	0%	-3%	9%	-1%	-2%	-3%	-14%	3	?
c1ccc(Cc2nnc(-c3ccccc3)o2)cc1	?	18	-16%	0%	1%	1%	0%	12%	19%	-13	-8%
O=C(OCc1ccc(Br)cc1)c1cnc(Cl)c(Cl)c1	6%	-10	/	-1%	-3%	3%	-1%	?	10%	-5	1%
CC(C)Oc1ccc(Cc2c(O)nc(NCCCN(C)C)[nH]c2=O)cc1	-6%	0	6%	4%	1%	0%	-1%	0%	-2%	7	0%
O=C(CCNc1cc(Cl)cc(Cl)c1)c1cccs1	10%	-10	-1%	-8%	-4%	-6%	5%	9%	-3%	-8	?
CCCCC(=O)NC1(C(F)(F)F)NC(=O)N(C)C1=O (stereo not drawn)	2%	2	-3%	0%	8%	7%	1%	-3%	-8%	-22	/
COc1ccc(C(=O)Nc2ccc(/C(C)=N/NC(=O)c3ccncc3)cc2)cc1	5%	-8	1%	/	0%	3%	-8%	3%	-12%	/	/
CCCc1cc(=O)[nH]c(SC(C)C(=O)Nc2ccc3c(c2)OCCO3)n1 (stereo not drawn)	1%	5	/	-3%	/	1%	/	2%	10%	0	/
COc1ccc(N2CC(=O)N(c3ccccc3)C2=S)cc1	?	-4	-11%	1%	5%	2%	3%	0%	-1%	0	-1%
CC(=O)Nc1sc(NC(=O)c2ccccc2)nc1-c1cccs1	3%	-2	8%	-4%	8%	0%	10%	4%	1%	-9	6%
